TDP-43 yeast inh: TDP-43 toxicity inhibition in yeast; TDP-43 expressing yeast growth rescue, BacTiter-Glo, 24 h; Potency, µM (top dose mostly 46.1 µM), for inactives: top-dose growth rescue (activation), actives largely listed as activators; 410,000 compounds, 1.8% hits; further: potency means the concentration at half of the fitted maximal effect; % of control where 0% means no effect; nearly all actives have a fitted effect of over 50% in size
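Growth rescue of TDP-43-toxic yeast measured as ATP luminescence (BacTiter-Glo). Cells grown to mid-log in raffinose, induced in galactose at OD600=0.02, exposed to compound 24 hr at 30 deg C.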
Abeta rescue: compounds reversing amyloid beta toxicity in yeast | yeast expressing A-beta42, growth rescue, OD600, 48 h; response scale: 0% DMSO, 100% iron-clioquinol control | Potency, µM (series often up to 46.1 µM), for inactives: at the highest dose growth rescue, hits mostly activators | 410,000 compounds, 0.063% hits; further: potency means the concentration at half of the fitted maximal effect; nearly all actives have a fitted effect of over 55% in size
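Yeast growth medium received pinned compounds, then yeast cells expressing toxic A-beta were added; plates incubated at 30 C for 48 hr. Growth read as absorbance at 600 nm, normalized to DMSO and equimolar FeCl3 plus clioquinol controls.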
D3 ag: D3 dopamine receptor (human) agonism | max activation, % | AID 652048 | D3R DiscoveRx beta-arrestin cells, luminescence, 90 min | 410,000 compounds, 0.58% hits | P35462; in the data active means max activation above about 30%; further: 0% is about no effect; mostly tested at two doses, the higher about 12 µM
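Agonist-mode cell screen: cells plated at 1500/well and incubated overnight at 37 °C, then exposed to library compounds for 90 min at 37 °C. Detection reagent was added for 30–60 min at room temperature, and luminescence was read.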
D3 antag: blocks the human D3 dopamine receptor; P35462; AID 652054; D3R cells, DiscoveRx beta-arrestin luminescence, antagonist mode; active compounds read low; 360,000 compounds, 2.5% hits; max response, negative = inhibition, %; in the data active means max response below about -50%; inconclusive means no clear call, values can overlap the other calls; further: on the % scale 0 is the no-effect control and ±100 the full control effect; mostly tested at two doses, the higher about 12 µM
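Cells plated overnight at 1500 cells/well, then exposed to library compounds with dopamine controls for 90 minutes at 37 degrees C. DiscoveRx reagent added for 30–60 minutes at room temperature; luminescence read, quantitative HTS format.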
EPAC2 ag: EPAC2 (human) agonism | 360,000 compounds, 0.079% hits | EPAC2 activation, biochemical qHTS; response scale: 100% = 6.5 mM cAMP response | Potency, µM (highest dose often 154 µM), for the others: at the highest dose activation, most hits filed as activators | AID 720711 | Q8WZA2; further: potency means the concentration at half of the fitted maximal effect; nearly all actives have a fitted effect of over 50% in size
Target sequence (Q8WZA2 whole entry, looked up): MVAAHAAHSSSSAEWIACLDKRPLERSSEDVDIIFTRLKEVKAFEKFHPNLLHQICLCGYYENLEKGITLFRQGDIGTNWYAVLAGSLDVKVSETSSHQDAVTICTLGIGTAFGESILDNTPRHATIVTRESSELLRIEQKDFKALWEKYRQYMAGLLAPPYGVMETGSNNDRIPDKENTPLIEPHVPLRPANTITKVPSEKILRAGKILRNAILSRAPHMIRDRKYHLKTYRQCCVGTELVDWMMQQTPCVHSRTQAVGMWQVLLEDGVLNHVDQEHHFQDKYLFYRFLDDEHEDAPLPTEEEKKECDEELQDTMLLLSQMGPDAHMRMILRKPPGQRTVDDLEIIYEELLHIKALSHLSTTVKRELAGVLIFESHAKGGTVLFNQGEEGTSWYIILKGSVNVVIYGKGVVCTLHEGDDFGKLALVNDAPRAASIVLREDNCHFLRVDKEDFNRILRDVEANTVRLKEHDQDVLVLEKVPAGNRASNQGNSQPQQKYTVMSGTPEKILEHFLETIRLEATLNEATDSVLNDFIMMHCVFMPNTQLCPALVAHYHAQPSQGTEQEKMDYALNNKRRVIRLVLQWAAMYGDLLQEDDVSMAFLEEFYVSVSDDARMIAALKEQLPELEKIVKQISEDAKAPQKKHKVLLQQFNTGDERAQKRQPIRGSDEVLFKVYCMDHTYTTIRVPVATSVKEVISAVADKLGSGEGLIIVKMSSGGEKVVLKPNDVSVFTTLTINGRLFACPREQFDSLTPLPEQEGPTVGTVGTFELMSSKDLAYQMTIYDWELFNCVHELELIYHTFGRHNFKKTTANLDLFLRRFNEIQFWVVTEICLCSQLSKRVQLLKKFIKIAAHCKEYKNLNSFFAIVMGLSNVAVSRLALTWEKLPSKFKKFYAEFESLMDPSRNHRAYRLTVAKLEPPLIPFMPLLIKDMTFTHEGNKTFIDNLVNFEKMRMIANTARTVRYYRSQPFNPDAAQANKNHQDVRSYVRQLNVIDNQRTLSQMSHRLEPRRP
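Readout is BODIPY fluorescence (480 nm excitation, 540 nm emission), which falls as labeled GDP is exchanged off Rap1B. EPAC2 at 100 nM acted on 250 nM RAP1B-BODIPY-GDP with 50 uM GDP present.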
aSyn yeast inh: inhibitors of alpha-synuclein toxicity in yeast. Potency, µM (highest dose often 46.1 µM), for the others: top-dose growth rescue (activation), hits mostly activators. Yeast expressing alpha-synuclein, growth rescue, BacTiter-Glo, 24 h. 370,000 compounds, 0.14% hits; further: potency means the concentration at half of the fitted maximal effect; % of control where 0% means no effect; nearly all actives have a fitted effect of over 65% in size
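Readout is rescue of growth in alpha-synuclein-expressing yeast, so inhibitors of toxicity appear as activators. Growth after 24 hr at 30 deg C in galactose medium is quantified by luminescence.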
EPAC2 antagonist: blocks human EPAC2 exchange factor | 360,000 compounds, 0.18% hits | Potency, µM (highest dose often 114 µM), for the others: top-dose activity, negative = inhibition, usual class: inhibitors | EPAC2 GEF exchange of Rap1B-BODIPY-GDP, fluorescence | Q8WZA2 | AID 720708; further: potency means the concentration at half of the fitted maximal effect; on the % scale 0 is the no-effect control and ±100 the full control effect; nearly all actives have a fitted effect of over 45% in size; many of its hits are not listed in these tables
FUS yeast rescue: FUS proteinopathy suppression in yeast; S. cerevisiae FUS-expressing, growth rescue, OD600, 24 h; AID 1347120; 390,000 compounds, 0.24% hits; Potency, µM (titrated, usually from 76.6 µM), inactives show top-dose growth rescue (activation), usual class: activators;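 further: potency means the concentration at half of the fitted maximal effect; plate controls were DMSO vehicle for no effect and reference control for full effect; nearly all actives have a fitted effect of over 55% in size; some results filed as inactive show a strong effect at the top dose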
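Compound concentration series was pinned onto galactose-induced FUS-expressing yeast seeded at OD 0.005. Plates sat 24hr at 30C; absorbance at 600 nm gave growth. DMSO served as background control.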
* marks the source's active call; other numbers are inactive results; ? = inconclusive; · = no result given; [ ] = dose if it differs, or a comment. Unless noted, the call rests on the fitted dose curve; in most records, active means well fitted curve in the direction sought with a large enough effect; inconclusive means small, poorly fitted or top-dose-only effect, or another doubt; inactive means no such curve, though single readings can be large; an effect the other way counts as inactive or inconclusive.

Order of results: TDP-43 yeast inh	Abeta rescue	D3 ag	D3 antag	EPAC2 ag	aSyn yeast inh	EPAC2 antagonist	FUS yeast rescue
> Cc1cc(C(=O)Nc2sc3c(c2C#N)CCC3)no1
  -5%	-23%	-10	?	-1%	-11%	19%	48%
> O=C(NN1CC(C(=O)OCc2ccc(Br)cc2)CC1=O)c1ccccc1 (stereo unspecified)
  5%	7%	0	5	2%	1%	-9%	10%
> Cc1ccc(S(=O)(=O)Oc2ccccc2N2C(=O)C3C4CCC(C4)C3C2=O)cc1 (stereo unspecified)
  7%	-3%	3	1	16%	3%	3%	-8%
> O=C(Nc1ccc(NC(=O)c2ccco2)cc1)c1ccc2c(c1)OCCO2
  -16%	-12%	1	-9	5%	-7%	6%	14%
> CCOC(=O)Cn1c(N2CCOCC2)nc2c1c(=O)[nH]c(=O)n2C
  18%	16%	4	42	-3%	1%	11%	11%
> Cc1ccc(C(=O)Nc2ccccc2C(=O)NCc2ccco2)cc1S(=O)(=O)N1CCCCC1
  ?	11%	2	6	13%	9%	-3%	61%
> Cc1ccc(N(CC(=O)NCc2ccco2)C(=O)CNS(=O)(=O)c2ccc(F)cc2)c(C)c1
  -14%	-7%	-22	0	13%	-1%	1%	38%
> CCOC(=O)N1CCN(C(=O)Cn2ccc3ccccc3c2=O)CC1
  1%	-1%	-3	17	-14%	-4%	10%	-4%
> Nc1[nH]c(C(=O)c2ccccc2)c(-c2ccc(Br)cc2)c1C(=O)NC1CC1
  -1%	-4%	-7	7	3%	-2%	-4%	3%
> CCOC(=O)c1c(C)[nH]c(C)c1S(=O)(=O)NC(C)Cc1ccco1 (stereo unspecified)
  10%	·	4	5	4%	2%	5%	8%
> Cc1ccccc1C(=O)NC1CCN(C(=O)NC2CCCCC2)CC1
  -6%	7%	0	18	8%	-1%	0%	1%
> O=C(CN1C(=O)c2ccccc2C1=O)N1CCN(C(=O)c2ccco2)CC1
  -10%	-7%	-9	-11	8%	7%	-1%	14%
> Cc1cc(C)cc(Oc2coc3c(CN4CCN(C)CC4)c(O)ccc3c2=O)c1
  -6%	-13%	-31	·	·	·	·	3%
> CCCCCC(=O)c1c(C)[nH]c(C(=O)OCC)c1C
  17%	3%	-3	5	-13%	-2%	-1%	30%
> CC(NC(=O)c1cccc(NC(=O)c2nsc3ccccc23)c1)c1ccccc1 (stereo unspecified)
  ?	-1%	1	·	·	·	·	17%
> COc1cccc(N2C(=O)CN(Cc3ccccc3)C2=S)c1
  ?	6%	2	9	3%	1%	-8%	-8%
> COc1cc(/C=C2/NC(=O)NC2=O)cc(Br)c1OCc1ccc(C(=O)O)cc1
  -17%	-8%	-4	10	-1%	10%	11%	3%
> O=C(O)c1ccccc1C(=O)NNc1cccc(Cl)n1
  -2%	-5%	-6	-10	16%	1%	3%	6%
> CN1C(=O)C(C)(C)c2cc(S(=O)(=O)N3CCCC(C(=O)Nc4ccc(Cl)cc4)C3)ccc21 (stereo unspecified)
  13%	14%	2	28	13%	5%	-9%	?
> Cc1cc(NC(=O)N2CC=C(c3c[nH]c4ccccc34)CC2)ccc1Br
  7%	-9%	-15	·	·	·	·	44%

Not a retest: 6 of the compounds above.
Order of results: TDP-43 yeast inh	Abeta rescue	D3 ag	D3 antag	EPAC2 ag	aSyn yeast inh	EPAC2 antagonist	FUS yeast rescue
> O=C(CN1C(=O)c2ccccc2C1=O)N1CCN(C(=O)c2ccco2)CC1
  -10%	-7%	-9	-11	8%	7%	-1%	14%
> Cc1cc(C)cc(Oc2coc3c(CN4CCN(C)CC4)c(O)ccc3c2=O)c1
  -6%	-13%	-31	·	·	·	·	3%
> CCCCCC(=O)c1c(C)[nH]c(C(=O)OCC)c1C
  17%	3%	-3	5	-13%	-2%	-1%	30%
> CC(NC(=O)c1cccc(NC(=O)c2nsc3ccccc23)c1)c1ccccc1 (stereo unspecified)
  ?	-1%	1	·	·	·	·	17%
> COc1cccc(N2C(=O)CN(Cc3ccccc3)C2=S)c1
  ?	6%	2	9	3%	1%	-8%	-8%
> COc1cc(/C=C2/NC(=O)NC2=O)cc(Br)c1OCc1ccc(C(=O)O)cc1
  -17%	-8%	-4	10	-1%	10%	11%	3%

Record cards, from the list above. Order of values: TDP-43 yeast inh	Abeta rescue	D3 ag	D3 antag	EPAC2 ag	aSyn yeast inh	EPAC2 antagonist	FUS yeast rescue
`COc1cccc(N2C(=O)CN(Cc3ccccc3)C2=S)c1` reads ?	6%	2	9	3%	1%	-8%	-8%
`Cc1cc(C)cc(Oc2coc3c(CN4CCN(C)CC4)c(O)ccc3c2=O)c1` reads -6%	-13%	-31	·	·	·	·	3%

Remaining list, next part.
Order of results: TDP-43 yeast inh	Abeta rescue	D3 ag	D3 antag	EPAC2 ag	aSyn yeast inh	EPAC2 antagonist	FUS yeast rescue
> Cc1ccc(N2C(=O)C3C4C=CC(CNC(=S)N5CCN(c6cccc(C)c6)C(C)C5)(O4)C3C2=O)cc1 (stereo unspecified)
  ?	-86%[inhibitor]	-1	-27	-4%	-15%	-3%	28%
> C[C@H]1CN([C@@H](C)CO)S(=O)(=O)c2ccc(Br)cc2O[C@H]1CN(C)C(=O)c1cccnc1
  13%	-1%	0	-9	-1%	-2%	-2%	-20%
> CSc1ccc(CNC(C)(C)CO)cc1
  -3%	9%	1	5	1%	4%	-8%	-2%
> CCOC(=O)c1ccc2c(c1)nc(COc1ccc3ccccc3c1)n2CC
  -22%	-7%	-7	-2	18%	1%	-3%	0%
> CN(Cc1cccnc1)C(=O)c1ccc2nc(Cc3ccccc3F)oc2c1
  21%	2%	-4	9	-1%	8%	2%	-4%
> CCCCNC(=S)N(CCO)Cc1cc2cc3c(cc2[nH]c1=O)OCCO3
  0%	12%	2	0	8%	0%	-5%	-16%
> COC(=O)c1ccccc1NC(=O)N1c2ccccc2Sc2ccccc21
  -11%	-1%	-1	-2	-5%	0%	-5%	22%
> Cc1ccccc1C(=O)Nc1ccccc1-c1nc(-c2ccccc2)no1
  -8%	-14%	-11	·	·	·	·	-10%
> Cc1ccc(S(=O)(=O)Nc2c(C)n(C)n(-c3ccccc3)c2=O)cc1C(=O)OC(C)C(=O)c1ccccc1 (stereo unspecified)
  5%	-9%	4	1	-2%	-1%	-14%	11%
> CC(/C=N/NC(=O)c1ccncc1)=C\c1ccccc1
  2%	5%	-1	-9	-4%	-5%	-7%	-4%
> CNC(=S)N1CCN=C1Nc1nc(C)cc(C)n1
  -6%	-3%	-1	-3	-5%	-2%	?	10%
> O=C(OCC(=O)N1CCOCC1)C(c1ccccc1)c1ccccc1
  -7%	14%	6	-7	3%	7%	4%	·
> CC(=Nc1ccccc1)C1=C(O)CCCC1=O
  -16%	-11%	-7	-5	13%	-3%	4%	-13%
> O=C(CC1SC(=Nc2ccccc2)N(CCCCO)C1=O)NCc1ccccc1 (stereo unspecified)
  0%	-7%	4	5	-2%	7%	0%	17%
> CN(Cc1ccccc1F)C(=O)COc1ccc(C(=O)c2ccccc2)cc1
  28%	-15%	-1	-8	21%	6%	-5%	27%
> Nc1ncnc2c1ncn2[C@@H]1O[C@H](C(=O)NS(=O)(=O)c2c(Cl)nc3sccn23)[C@@H](O)[C@H]1O
  17%	1%	9	24	7%	-4%	1%	16%
> Cc1cccc(NC(=O)c2sc3cccc(Cl)c3c2Cl)c1
  12%	3%	-9	·	·	·	·	3%
> O=C(/C=C/c1ccccc1)NC(=S)Nc1ccc(N2CCOCC2)c(Cl)c1
  10%	5%	1	17	2%	1%	3%	·
> COc1cc2c(cc1OC)C(c1ccc(Br)cc1)NC(=O)C2 (stereo unspecified)
  8%	5%	7	2	11%	1%	-5%	0%
> COc1ccc(-c2cc(C(=O)N3CC4(C)CC3CC(C)(C)C4)no2)cc1OC (stereo unspecified)
  ?	-41%[inhibitor]	9	4	4%	2%	-10%	·
> Cc1nn2c(N)c(-c3ccccc3)cnc2c1-c1ccccc1
  21%	5%	8	9	4%	2%	8%	1%
> CCc1cc(=O)[nH]c(SCc2nc(-c3ccccc3C)no2)n1
  -19%	-12%	-8	·	·	·	·	12%
> NC(=O)c1nsc(C(=O)N(c2ccc3c(c2)OCCO3)C(C(=O)NCC2CCCO2)c2ccc(F)cc2)c1N (stereo unspecified)
  -16%	8%	2	-4	13%	-1%	1%	?
> Cc1ccc(-c2nnc(COC(=O)c3cccs3)o2)cc1
  ?	1%	5	20	9%	11%	-7%	13%
> Cc1ccc(OCC(=O)N(Cc2nnc(-c3ccccc3Cl)o2)C2CC2)cc1C
  ?	0%	0	6	-1%	8%	-18%	41%
> COc1ccc(S(=O)(=O)Nc2ccccc2-c2nc3ccccc3[nH]c2=O)cc1
  3%	-4%	-8	-3	4%	2%	3%	21%
> COc1cc2[nH]c(C(=O)N(C)C3CCS(=O)(=O)C3)cc2c(OC)c1OC (stereo unspecified)
  -14%	-3%	3	-20	8%	-4%	0%	19%
> Cc1ccc2c(c1)C1CN(C)CCC1N2C(=S)NC(=O)c1ccc(Cl)cc1Cl (stereo unspecified)
  12%	13%	-3	-6	2%	8%	0%	-17%
> CCOc1ccc(NC(=O)N(C2CCCC2)C2CCN(C(C)=O)CC2)cc1
  -11%[9.22 µM]	-16%	6	3	1%	-10%	-13%	26%
> O=C(NCC(=O)N(Cc1ccc(F)cc1)C(C(=O)NC1CCCC1)c1ccco1)c1ccco1 (stereo unspecified)
  2%	20%	3	19	3%	13%	-2%	5%

These rows are one share of the data; rates above refer to the full screens.
